TLR9-MyD88 block – blocks human TLR9 binding to MyD88 | CHO BLA complementation TLR9-MyD88, CCF4 FRET ratio | inhibition, % at 4.98 µM | 340,000 tested, 0.21% active | AID 504734;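 active means inhibition above the mean over all tested compounds plus 3 SD, cut at about 21% in these data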;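 further: 0% = DMSO only wells and 100% = clavulanate BLA inhibitor control wells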
NCOA1 inh – inhibits human SRC1 coactivator; AID 588354; HEK293 GAL4-SRC1 luciferase reporter, luminescence; Q15788; inhibition, % at 3.6 µM; 360,000 tested, 0.12% active;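 active means inhibition above the campaign mean plus 3 SD, with each screening campaign given its own cutoff, cut at about 60% in these data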;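 further: 0% = DMSO treated cells and 100% = gossypol at 36 µM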
SRC2 inh – human SRC2 (NCOA2) inhibition | HEK293 GAL4-SRC2 luciferase reporter, luminescence | 370,000 tested, 0.17% active | inhibition, % at 9 µM | Q15596;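 active means inhibition above the mean inhibition of all tested compounds plus 3 SD, set per campaign, cut at about 52% in these data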;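 further: 0% = DMSO treated cells and 100% = cells given Gossypol at 36 µM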
COUP-TFII inh – NR2F2 (human) inhibition, primary screen; AID 686940; HEK293T NGFI-A luciferase reporter, luminescence; 370,000 tested, 0.7% active; inhibition, % at 8.6 µM;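 active means inhibition above a per-plate cutoff, mean inhibition of test wells between control levels plus 3 SD, cut at about 38% in these data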;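 further: cells cotransfected with COUP-TFII expression vector driving the NGFI-A reporter; 0% = median of COUP-TF2 test wells and 100% = reporter-only cells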
Target sequence (P24468 whole entry, looked up): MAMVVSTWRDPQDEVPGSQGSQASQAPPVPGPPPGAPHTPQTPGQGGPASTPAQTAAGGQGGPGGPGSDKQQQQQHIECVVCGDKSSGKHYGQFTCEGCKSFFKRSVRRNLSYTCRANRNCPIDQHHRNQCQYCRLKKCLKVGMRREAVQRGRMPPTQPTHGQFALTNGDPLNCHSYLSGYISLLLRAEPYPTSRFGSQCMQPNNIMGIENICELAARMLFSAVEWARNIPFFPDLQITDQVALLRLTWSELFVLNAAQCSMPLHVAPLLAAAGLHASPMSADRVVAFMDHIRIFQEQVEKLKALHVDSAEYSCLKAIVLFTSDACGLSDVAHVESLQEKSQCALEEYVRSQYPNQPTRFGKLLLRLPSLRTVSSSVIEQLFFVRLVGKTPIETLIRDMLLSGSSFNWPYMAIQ
TROY NFkB inh – inhibitors of TROY-dependent NF-kB signaling; Q293 LMP1-TROYcd NF-kB luciferase reporter, 4 h; inhibition, % at 10 µM; 360,000 tested, 0.98% active;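 active means compounds whose plate-normalised and pattern-corrected inhibition of the luciferase reporter signal at the single screening dose is 50% or more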
C8 TRAIL sens – sensitizes caspase-8 expressing cells to TRAIL. NB7+C8 cells + TRAIL, ATPlite viability luminescence. inhibition (viability loss, TRAIL sensitization), % at 10 µM. 360,000 tested, 1% active. AID 624354;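 active means compounds causing at least 50% loss of cell viability in the single-dose screen, relative to plate controls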
EBV LMP1 NFkB – inhibitors of Epstein-Barr LMP1-induced NF-kappaB reporter; LMP1-induced NF-kappaB luciferase reporter cells, luminescence; inhibition, % at 12.5 µM; 350,000 tested, 0.69% active; in the data active means inhibition above about 41%;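 further: 0% = neutral control wells and 100% = reference inhibitor control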
LRH-1 inv ag – inverse agonists of human LRH-1 (NR5A2); inhibition, % at 3.6 µM; AID 602396; HEK293T StAR-luciferase reporter, LRH-1 transfected, 24 h; 360,000 tested, 0.13% active; O00482;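 active means inhibition above the mean inhibition of all tested compounds plus 3 SD, cut at about 73% in these data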;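 further: 0% = DMSO wells and 100% = reporter-only cells lacking LRH-1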
Target sequence (O00482 whole entry, looked up): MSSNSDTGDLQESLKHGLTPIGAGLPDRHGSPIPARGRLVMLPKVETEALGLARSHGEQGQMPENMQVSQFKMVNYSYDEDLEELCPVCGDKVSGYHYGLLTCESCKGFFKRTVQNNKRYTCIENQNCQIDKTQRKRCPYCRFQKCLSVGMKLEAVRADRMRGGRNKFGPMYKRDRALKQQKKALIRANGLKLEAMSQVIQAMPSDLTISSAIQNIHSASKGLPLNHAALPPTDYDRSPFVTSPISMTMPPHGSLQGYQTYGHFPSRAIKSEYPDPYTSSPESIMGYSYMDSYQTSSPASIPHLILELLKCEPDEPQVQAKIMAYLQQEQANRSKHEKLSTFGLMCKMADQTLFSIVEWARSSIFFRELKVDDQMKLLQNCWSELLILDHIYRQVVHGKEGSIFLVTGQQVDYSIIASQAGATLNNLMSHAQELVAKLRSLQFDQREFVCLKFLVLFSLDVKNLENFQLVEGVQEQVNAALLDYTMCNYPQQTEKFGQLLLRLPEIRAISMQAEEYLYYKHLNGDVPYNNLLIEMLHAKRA
NOD2 RIPK2 PPI – NOD2-RIPK2 protein interaction inhibition; CHO BLA complementation NOD2-RIPK2, CCF4 ratio; O43353; AID 624267; 360,000 tested, 0.38% active; inhibition, % at 4.98 µM; in the data active means inhibition above about 21%;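 further: 0% = vehicle only and 100% = reference blocker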
SRC3 inh – human NCOA3 inhibition. HEK293 GAL4-SRC3 luciferase reporter, luminescence. Q9Y6Q9. 360,000 tested, 0.17% active. inhibition, % at 3.6 µM;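 active means inhibition above a per-campaign cutoff, the mean of all compounds plus 3 SD, cut at about 60% in these data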;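 further: 0% = DMSO-treated cells and 100% = gossypol-treated cells at 36 µM; higher means less SRC3-driven luciferase light from the GAL4 reporter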
TWEAK-Fn14 inh – inhibitors of TWEAK-Fn14 interaction signaling | TWEAK-stimulated Fn14 reporter cells, luciferase luminescence, 8 h | AID 1159606 | 360,000 tested, 2% active | inhibition, % at 10 µM; in the data active means inhibition above about 50%
Active calls of the source: *. These rows are one share of the data (hit frequency here may not be typical).

O=C(CCCc1ccccc1)NC12CC3CC(CC(C3)C1)C2 was read as TLR9-MyD88 block 1, NCOA1 inh -111, SRC2 inh -101, COUP-TFII inh -18, TROY NFkB inh -20, C8 TRAIL sens 13, EBV LMP1 NFkB -39, LRH-1 inv ag -102, NOD2 RIPK2 PPI -5, SRC3 inh -106 and TWEAK-Fn14 inh -12.
NC(=O)c1ccc(NC(=O)COC(=O)c2cc([N+](=O)[O-])ccc2N2CCOCC2)cc1 was read as TLR9-MyD88 block -2, NCOA1 inh -18, SRC2 inh -13, COUP-TFII inh -9, TROY NFkB inh -4, C8 TRAIL sens -7, EBV LMP1 NFkB 8, LRH-1 inv ag -20, NOD2 RIPK2 PPI 0, SRC3 inh -8 and TWEAK-Fn14 inh -16.
Screening CNC(=S)Nc1ccc2[nH]c(=O)[nH]c2c1 returned TLR9-MyD88 block -5, NCOA1 inh -5, SRC2 inh -22, COUP-TFII inh -11, TROY NFkB inh 3, C8 TRAIL sens -9, EBV LMP1 NFkB -8, LRH-1 inv ag -13, NOD2 RIPK2 PPI -2, SRC3 inh -3 and TWEAK-Fn14 inh -1.
`COc1ccccc1OCc1nnc(SCC(=O)NCc2ccco2)n1-c1ccccc1` gave TLR9-MyD88 block 2, NCOA1 inh -8, SRC2 inh 3, COUP-TFII inh -2, TROY NFkB inh -9, C8 TRAIL sens 12, EBV LMP1 NFkB -15, LRH-1 inv ag 4, NOD2 RIPK2 PPI -2, SRC3 inh 3 and TWEAK-Fn14 inh -23.
`Cc1nc(S(=O)(=O)c2ccc(Cl)cc2)nc2c1CCC2` gave TLR9-MyD88 block -1, NCOA1 inh -2, SRC2 inh -1, COUP-TFII inh 5, TROY NFkB inh -48, C8 TRAIL sens -7, EBV LMP1 NFkB -16, LRH-1 inv ag -19, NOD2 RIPK2 PPI -9, SRC3 inh -4 and TWEAK-Fn14 inh -45.
`CCCc1ccc(C(O)c2ncc(-c3ccccc3C)[nH]2)cc1` (stereo unspecified) gave NCOA1 inh -6, SRC2 inh 1, COUP-TFII inh 4, TROY NFkB inh -44, C8 TRAIL sens -14, LRH-1 inv ag -9, NOD2 RIPK2 PPI 2, SRC3 inh -2 and TWEAK-Fn14 inh -23.
For COc1ccc(C(CNC(=O)c2ccc(OCc3c(C)noc3C)cc2)N2CCCC2)cc1 (stereo unspecified) the results were TLR9-MyD88 block -6, NCOA1 inh -3, SRC2 inh -21, COUP-TFII inh -17, TROY NFkB inh 10, C8 TRAIL sens -8, EBV LMP1 NFkB 11, LRH-1 inv ag 2, NOD2 RIPK2 PPI -5, SRC3 inh 5 and TWEAK-Fn14 inh 17.
For Cc1c([N+](=O)[O-])c(C(=O)NC2CCCC2)nn1C the results were TLR9-MyD88 block 3, NCOA1 inh -1, SRC2 inh -9, COUP-TFII inh 3, TROY NFkB inh 4, C8 TRAIL sens 0, EBV LMP1 NFkB -2, LRH-1 inv ag -26, NOD2 RIPK2 PPI -4, SRC3 inh -7 and TWEAK-Fn14 inh -10.
Screening Cc1cc(Nc2ccc(F)c(Cl)c2)n2ncnc2n1 returned TLR9-MyD88 block -6, NCOA1 inh -13, SRC2 inh -8, COUP-TFII inh -21, TROY NFkB inh 0, C8 TRAIL sens -16, EBV LMP1 NFkB 6, LRH-1 inv ag 10, NOD2 RIPK2 PPI 7, SRC3 inh 8 and TWEAK-Fn14 inh 4.
Screening O=C(Nc1cccc(C(F)(F)F)c1)c1c(O)c2ccccc2[nH]c1=O returned TLR9-MyD88 block 0, NCOA1 inh -5, TROY NFkB inh -1, C8 TRAIL sens 10, EBV LMP1 NFkB -2, LRH-1 inv ag 11, NOD2 RIPK2 PPI -10, SRC3 inh -18 and TWEAK-Fn14 inh -27.
Screening CCOC(=O)c1c(C)[nH]c(=S)c(C#N)c1-c1ccc(OC)cc1 returned TLR9-MyD88 block 1, NCOA1 inh -12, SRC2 inh 8, COUP-TFII inh 5, TROY NFkB inh 0, C8 TRAIL sens 6, EBV LMP1 NFkB 5, LRH-1 inv ag -3, NOD2 RIPK2 PPI -14, SRC3 inh -3 and TWEAK-Fn14 inh 2.
`Cc1ccc(F)cc1NC(=O)N1CCN(C2c3ccccc3-c3ccccc32)CC1` gave TLR9-MyD88 block -3, NCOA1 inh 13, SRC2 inh 2, COUP-TFII inh -11, TROY NFkB inh -1, C8 TRAIL sens -3, EBV LMP1 NFkB 1, LRH-1 inv ag -2, NOD2 RIPK2 PPI 5, SRC3 inh 21 and TWEAK-Fn14 inh -6.
Screening CN(C)C(=O)c1snnc1-c1ccccc1 returned TLR9-MyD88 block 3, NCOA1 inh -2, SRC2 inh -3, COUP-TFII inh 5, TROY NFkB inh 0, C8 TRAIL sens 3, EBV LMP1 NFkB -3, LRH-1 inv ag -8, NOD2 RIPK2 PPI -20, SRC3 inh -4 and TWEAK-Fn14 inh 1.
`COc1cc(/C=N/NC(=O)c2cccnc2)ccc1OCC(=O)Nc1ccccc1Cl` gave TLR9-MyD88 block 2, NCOA1 inh -7, SRC2 inh -30, COUP-TFII inh 12, TROY NFkB inh -31, C8 TRAIL sens -4, EBV LMP1 NFkB -2, LRH-1 inv ag 5, NOD2 RIPK2 PPI -2, SRC3 inh -20 and TWEAK-Fn14 inh 2.
`Cc1cc2[nH]c3c4ccccc4nc(C)c3c2cc1C` gave TLR9-MyD88 block -1, NCOA1 inh 2, SRC2 inh -92, COUP-TFII inh -8, TROY NFkB inh 78*, C8 TRAIL sens 83*, EBV LMP1 NFkB -40, LRH-1 inv ag 8, NOD2 RIPK2 PPI 21*, SRC3 inh 49 and TWEAK-Fn14 inh -72.
For Cc1ccnc(N2CCN(C(=O)CSc3nc4ccccc4nc3N3CCCCC3)CC2)c1 the results were TLR9-MyD88 block 2, NCOA1 inh -15, SRC2 inh -15, COUP-TFII inh 20, TROY NFkB inh -31, C8 TRAIL sens 6, EBV LMP1 NFkB -5, LRH-1 inv ag 12, NOD2 RIPK2 PPI 0, SRC3 inh -4 and TWEAK-Fn14 inh -5.
Screening COc1ccccc1CN1C(=O)CNC1=S returned TLR9-MyD88 block 15, NCOA1 inh -8, TROY NFkB inh -9, C8 TRAIL sens 8, EBV LMP1 NFkB -4, LRH-1 inv ag -3, NOD2 RIPK2 PPI -7, SRC3 inh 10 and TWEAK-Fn14 inh -3.
For O=C(CCSc1ccc(Cl)cc1)NN=C1CCCCCC1 the results were TLR9-MyD88 block 0, NCOA1 inh -11, SRC2 inh -22, COUP-TFII inh 17, TROY NFkB inh 13, C8 TRAIL sens -3, EBV LMP1 NFkB -7, LRH-1 inv ag 7, NOD2 RIPK2 PPI -3, SRC3 inh 10 and TWEAK-Fn14 inh 2.
CN(CC(=O)Nc1ccc(F)cc1[N+](=O)[O-])Cc1ccccc1 was read as TLR9-MyD88 block 7, NCOA1 inh -4, SRC2 inh 23, COUP-TFII inh 18, TROY NFkB inh -2, C8 TRAIL sens 2, EBV LMP1 NFkB 0, LRH-1 inv ag -11, NOD2 RIPK2 PPI -5, SRC3 inh -1 and TWEAK-Fn14 inh 16.
For CC(NCc1ccc2c(c1)OCO2)C(=O)NC1CCCCC1 (stereo unspecified) the results were TLR9-MyD88 block 5, NCOA1 inh -9, SRC2 inh 3, COUP-TFII inh 11, TROY NFkB inh 8, C8 TRAIL sens 3, EBV LMP1 NFkB -2, LRH-1 inv ag -3, NOD2 RIPK2 PPI 13, SRC3 inh 9 and TWEAK-Fn14 inh 10.

A draw from above in order of molar mass, low to high.
For CC(NCc1ccc2c(c1)OCO2)C(=O)NC1CCCCC1 (stereo unspecified) the results were TLR9-MyD88 block 5, NCOA1 inh -9, SRC2 inh 3, COUP-TFII inh 11, TROY NFkB inh 8, C8 TRAIL sens 3, EBV LMP1 NFkB -2, LRH-1 inv ag -3, NOD2 RIPK2 PPI 13, SRC3 inh 9 and TWEAK-Fn14 inh 10.
`COc1cc(/C=N/NC(=O)c2cccnc2)ccc1OCC(=O)Nc1ccccc1Cl` gave TLR9-MyD88 block 2, NCOA1 inh -7, SRC2 inh -30, COUP-TFII inh 12, TROY NFkB inh -31, C8 TRAIL sens -4, EBV LMP1 NFkB -2, LRH-1 inv ag 5, NOD2 RIPK2 PPI -2, SRC3 inh -20 and TWEAK-Fn14 inh 2.
For Cc1ccnc(N2CCN(C(=O)CSc3nc4ccccc4nc3N3CCCCC3)CC2)c1 the results were TLR9-MyD88 block 2, NCOA1 inh -15, SRC2 inh -15, COUP-TFII inh 20, TROY NFkB inh -31, C8 TRAIL sens 6, EBV LMP1 NFkB -5, LRH-1 inv ag 12, NOD2 RIPK2 PPI 0, SRC3 inh -4 and TWEAK-Fn14 inh -5.

Other records.
O=C(CCNC(=O)c1ccc(Br)cc1)Nc1cc(Cl)ccc1-n1cncn1 was read as TLR9-MyD88 block -9, NCOA1 inh -29, SRC2 inh -21, COUP-TFII inh -9, TROY NFkB inh 3, C8 TRAIL sens -14, EBV LMP1 NFkB -29, LRH-1 inv ag -1, NOD2 RIPK2 PPI -5, SRC3 inh -18 and TWEAK-Fn14 inh -11.
Screening CC(C)NC(=O)C1CCCN(S(=O)(=O)c2cccs2)C1 (stereo unspecified) returned TLR9-MyD88 block 4, NCOA1 inh -7, SRC2 inh -13, COUP-TFII inh -7, TROY NFkB inh -8, C8 TRAIL sens -11, EBV LMP1 NFkB 4, LRH-1 inv ag 3, NOD2 RIPK2 PPI 3, SRC3 inh 0 and TWEAK-Fn14 inh -3.
`CS(=O)(=O)NCCSCc1c(F)cccc1Cl` gave TLR9-MyD88 block -1, NCOA1 inh -7, SRC2 inh -12, COUP-TFII inh 9, TROY NFkB inh -12, C8 TRAIL sens -5, EBV LMP1 NFkB 2, LRH-1 inv ag -5, NOD2 RIPK2 PPI -5, SRC3 inh 10 and TWEAK-Fn14 inh -7.
For O=C(COC(=O)c1cnc(Cl)c(Cl)c1)NCc1ccco1 the results were TLR9-MyD88 block -13, NCOA1 inh -21, SRC2 inh -6, COUP-TFII inh 0, TROY NFkB inh -2, C8 TRAIL sens 3, EBV LMP1 NFkB 1, LRH-1 inv ag 2, NOD2 RIPK2 PPI -3, SRC3 inh -1 and TWEAK-Fn14 inh 23.
Screening C=CCn1c(C)cc(C(=O)CSc2nnc(NCc3ccccc3)s2)c1C returned TLR9-MyD88 block -2, NCOA1 inh -36, SRC2 inh -5, COUP-TFII inh -6, TROY NFkB inh -25, C8 TRAIL sens 29, EBV LMP1 NFkB 7, LRH-1 inv ag -47, NOD2 RIPK2 PPI 4, SRC3 inh -35 and TWEAK-Fn14 inh 26.
For Cc1ccc(NS(=O)(=O)c2c(C)[nH]c(=O)[nH]c2=O)c(C)c1 the results were TLR9-MyD88 block 2, NCOA1 inh -6, SRC2 inh 7, COUP-TFII inh 3, TROY NFkB inh 22, C8 TRAIL sens -2, EBV LMP1 NFkB 11, LRH-1 inv ag -4, NOD2 RIPK2 PPI -7, SRC3 inh 19 and TWEAK-Fn14 inh 11.
Screening COc1ccc(NC(=O)CN2C(=O)NC3(CCCC3)C2=O)cc1S(=O)(=O)N1CCCCC1 returned TLR9-MyD88 block 1, NCOA1 inh 6, SRC2 inh 3, COUP-TFII inh 14, TROY NFkB inh 0, C8 TRAIL sens -19, EBV LMP1 NFkB 2, LRH-1 inv ag -2, NOD2 RIPK2 PPI -2, SRC3 inh -17 and TWEAK-Fn14 inh -1.

Screens deposited in PubChem BioAssay by several laboratories.
